Bioassay records: PubChem BioAssay, National Center for Advancing Translational Sciences (NCATS)
GAA spleen mod = inhibitors or activators of human alpha-glucosidase in spleen homogenate; P10253; human spleen homogenate, 4-MU-alpha-glucoside fluorescence; Potency, µM (titrated, usually from 79.9 µM), for the others: top-dose activity change, negative = inhibition, actives largely listed as inhibitors; 0.006% of 240,000 active;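 note: 0% = enzyme with vehicle and -100% = no enzyme basal signal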
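Enzyme source: human spleen homogenate, 1 ug/well. Buffer 50 mM citric acid/K phosphate pH 5.0, 0.01% Tween-20. 4-MU-alpha-glucoside 1 mM; 37 C x 40 min; NaOH/glycine stop; fluorescence.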
Tau fluor counter = counter-screen for tau fibril formation inhibitors. tau K18 P301L Alexa594 fluorescence, heparin fibrillization. Potency, µM (titrated, usually from 57.7 µM), without a hit: at the highest dose activity change, negative = decrease. 0.93% of 280,000 active. AID 1463; note: % is set by controls: 0 for no effect and ±100 for the full control effect; nearly all actives have a fitted effect of over 55% in size
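Human tau K18 P301L (15 uM unlabeled, 0.24 uM Alexa 594-labeled) in 100 mM sodium acetate pH 7 with 20 uM heparin, 6 hr at 37 C. ThT 30 uM added, 1 hr ambient; Alexa 594 FP and total fluorescence read at 555/632 nm.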
aGal spleen mod = alpha-galactosidase A (human) modulation | 0.008% of 240,000 active | P06280 | human spleen homogenate, 4MU-alpha-Gal fluorescence, 40 min | Potency, µM (titrated, usually from 80 µM), for inactives: at the highest dose activity change, negative = inhibition, actives largely listed as inhibitors;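 note: 0% = enzyme with vehicle and -100% = no enzyme basal signal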
Target sequence (P06280 32-429 limits assumed): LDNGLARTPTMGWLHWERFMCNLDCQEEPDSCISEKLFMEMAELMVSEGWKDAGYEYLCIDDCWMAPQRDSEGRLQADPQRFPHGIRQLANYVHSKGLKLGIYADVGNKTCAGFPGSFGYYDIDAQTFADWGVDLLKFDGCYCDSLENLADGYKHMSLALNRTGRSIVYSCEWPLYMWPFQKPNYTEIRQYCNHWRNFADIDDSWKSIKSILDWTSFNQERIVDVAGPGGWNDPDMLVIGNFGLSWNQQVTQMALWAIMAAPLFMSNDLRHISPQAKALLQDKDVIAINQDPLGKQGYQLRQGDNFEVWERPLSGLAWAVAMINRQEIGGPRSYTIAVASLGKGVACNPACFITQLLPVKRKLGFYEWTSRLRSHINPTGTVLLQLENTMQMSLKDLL
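Inhibition or activation of alpha-galactosidase in human spleen homogenate is scored by 4-MU fluorescence after 40 min at 37C, pH 5.0, with 1 mM substrate. AC50s come from concentration-response fitted to the Hill equation.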
Tau fibril ThT = tau fibrillization inhibition (ThT binding); P10636; recombinant tau K18 P301L (four-repeat tau fragment), heparin-induced fibrillization, ThT fluorescence; Potency, µM (series often up to 57.4 µM), for the others: at the top dose activity, negative = inhibition, actives largely listed as inhibitors; 2.1% of 270,000 active; note: % is set by controls: 0 for no effect and ±100 for the full control effect; nearly all actives have a fitted effect of over 55% in size
Target sequence (P10636 561-689 P618L limits assumed): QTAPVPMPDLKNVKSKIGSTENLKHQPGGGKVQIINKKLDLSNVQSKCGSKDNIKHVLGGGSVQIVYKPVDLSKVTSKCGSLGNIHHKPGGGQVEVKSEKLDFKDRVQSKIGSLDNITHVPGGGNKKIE
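Heparin-induced fibrillization of the P301L-mutant K18 repeat-domain fragment of human tau was followed by ThT binding in quantitative high-throughput format.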
Tau fibril FP = inhibitors of human tau fibril formation; P10636; K18 P301L tau heparin fibrillization, Alexa594 FP, 6 h; Potency, µM (titrated, usually from 57.7 µM), for inactives: top-dose activity, negative = inhibition, actives largely listed as inhibitors; 0.39% of 280,000 active; AID 1468; note: % is set by controls: 0 for no effect and ±100 for the full control effect; nearly all actives have a fitted effect of over 55% in size
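Steps: dispense K18 P301L tau (15 uM plus 0.24 uM Alexa 594 tracer, final) in pH 7 sodium acetate; add compound; add heparin (20 uM final); incubate 6 hr, 37 C; add ThT (30 uM final); after 1 hr ambient, read FP.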
HTT cytoprotect = protects HTT-Q103 PC12 cells, measured by ATP; PC12 HTT-Q103 induced, cytoprotection, ATP luminescence, 40 h; Potency, µM (series often up to 56.4 µM), for inactives: cytoprotection (ATP increase), most hits filed as activators; 0.14% of 230,000 active; AID 1471;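 note: % of control where 0% means no effect; nearly all actives have a fitted effect of over 45% in size; toxic huntingtin expression switched on by the ecdysone agonist tebufenozide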
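Compounds added alongside 100 nM tebufenozide, which induces toxic Q103 huntingtin exon 1-GFP in stable PC12 cells; surviving cells quantified by luminescent ATP measurement. Medium: phenol red-free DMEM, 5% equine and 5% calf serum.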
GAA glycogen mod = alters human alpha-glucosidase cleavage of glycogen; recombinant GAA, glycogen substrate, Amplex Red glucose oxidase fluorescence; Potency, µM (top dose mostly 76.4 µM), without a hit: at the highest dose activity change, negative = inhibition, most hits filed as inhibitors; 0.38% of 300,000 active; AID 2100;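 note: 0% = full enzyme reaction and -100% = no-enzyme basal signal; the screen sought inhibitors and activators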
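Recombinant human enzyme (4 nM); glycogen substrate; 37 C, 40 min, pH 5.0. Readout: coupled glucose oxidase/Amplex Red fluorescence.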
GAA inhib = blocks human lysosomal alpha-glucosidase; purified human GAA, 4-MU-alpha-glucoside fluorescence; Potency, µM (titrated, usually from 76.9 µM), without a hit: top-dose activity change, negative = inhibition, usual class: inhibitors; 0.005% of 200,000 active;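 note: plate controls were uninhibited enzyme wells for no effect and no-enzyme background for full effect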
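Read-out is 4-methylumbelliferone fluorescence (Ex 365/Em 440 nm) after NaOH/glycine stop at pH 10. Enzyme 4 nM, substrate 400 uM, pH 5.0 citrate buffer, 20 min room temperature; AC50 from Hill-equation concentration-response.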
Active calls of the source: *; ? = inconclusive; · = not tested or not shown; & = joins results of further samples; [ ] = another dose, or the depositor's remark. Calls come from the whole dose curve; as a rule, active = well fitted curve in the direction sought with a large enough effect; inconclusive = small, poorly fitted or top-dose-only effect, or another doubt; inactive = no such curve, though single readings can be large; an effect the other way counts as inactive or inconclusive. Potency is the fitted concentration of half-maximal effect.

SMILES	GAA spleen mod	Tau fluor counter	aGal spleen mod	Tau fibril ThT	Tau fibril FP	HTT cytoprotect	GAA glycogen mod	GAA inhib
O=S(=O)(c1ccc(-c2csc(-c3cccnc3)n2)cc1)N1CCCC1	-5%	-23%	-7%	-1%	-4%	6%	2%	?
Cc1ccc(CNC(=O)N[C@@H](Cc2ccccc2)C(=O)O)cc1	-9%	11%	-7%	3%	11%	·	-3%	-5%
Cc1ccccc1NC(=O)COC(=O)CN1C(=O)NC(C)(C)C1=O	10%	2%	17%	-3%	3%	2%	-11%	0%
CCn1c(=S)[nH]c2cc(S(=O)(=O)N3CCCCC3)ccc21	-1%	-2%	18%	-8%	-3%	-4%	-5%	-13%
CCC(C)/C(C)=N/NC(=O)c1cn(-c2ccccc2)nc1-c1ccccc1 (stereo unspecified)	-1%	1%	5%	3%	7%	2%[10 µM]	-11%	0%
O=C(N=C1c2ccccc2CN1c1ccc(F)c(Cl)c1)c1cccnc1Cl	1%	-17%	6%	?	-6%	-22%[10 µM]	-3%	1%
CC(C)OC(=O)CN1CCN(c2ccc(Cl)cc2)CC1	4%	-6%	3%	-13%	15%	-39%	-13%	0%
CCOc1ccc(-c2csc(-c3c(N)c(C(=O)c4ccc5c(c4)OCO5)n4ccccc34)n2)cc1	·	?	·	?	?	·	-3%[76.3 µM]	·
CCCCCN(C(=O)NC(=O)Nc1ccccc1C)S(=O)(=O)c1ccccc1	3%	-12%	8%	-1%	1%	-1%[10 µM]	5%	-3%
NS(=O)(=O)c1ccc(NCc2cc(Cl)ccc2OCc2ccccc2F)cc1	0%	?	-4%	-17%	-2%	-31%	-11%	-3%
COCCN(CC(=O)NC1CCCCC1)C(=O)CCCC(=O)Nc1ccccn1	4%	0%	3%	-2%	4%	·	-6%	14%
COC(=O)CSC1=C(C#N)C(c2cccc(OC)c2)CC(=O)N1 (stereo unspecified)	-6%	-3%	-8%	-10%	5%	-18%	5%	0%
Cn1c(=O)[nH]c(=O)c2c1nc(N1CCCCCC1)n2CCSc1nc2ccccc2[nH]1	-5%	-5%	1%	1%	-6%	-22%	0%	-3%
CCOc1cc(/C=N/NC(=O)c2ccc(CSc3nncn3C)cc2)ccc1OCC(=O)N1CCOCC1	10%	-7%	6%	-18%	?	-15%	-7%	-11%
COc1cc(C(C)=O)cc(OC)c1O	-2%	-6%	8%	-7%	-7%	·	·	·
CNc1ncnc2c1ncn2[C@H]1C[C@H](OP(=O)(O)O)[C@@H](COP(=O)(O)O)O1	?	1%	-14%	1%	3%	·	·	·
CC[n+]1c(/C=C/Nc2ccccc2)sc2ccccc21	-2%	28µM*[fluorescent]	1%	?	1%	-48%[inhibitor]	-7%	-2%
CCc1ccc(NC(=O)Cn2c(=O)n(CCC(=O)NCCc3ccc(Cl)cc3)c(=O)c3ccccc32)cc1	·	-10%	·	-5%	-19%	·	-8%[76.3 µM]	·
CCCCC(=O)Nc1nnnn1CCC	8%	5%	7%	3%	8%	·	0%	0%
OCCCCNCc1ccc(OCc2ccccc2)cc1	-13%	0%	-3%	5%	5%	-2%[10 µM]	12%	-1%
CC(SC1CCCC1)C(=O)NC(C)(C#N)C(C)C (stereo unspecified)	0%	4%	-4%	0%	-2%	-20%	-3%	-10%
Cc1ccc(Cl)cc1OCC(=O)NCCOC(=O)Nc1sc(=S)n(C)c1C	-1%	-24%	4%	-14%	?	24%[10 µM]	-16%	-5%
COC(=O)c1cn(-c2ccccc2)nc1-c1ccncc1	-4%	0%	-1%	-2%	0%	-15%	8%	-3%
Cc1ccc(Nc2nc(-c3sc(NC(=O)c4ccc([N+](=O)[O-])cc4)nc3C)cs2)cc1	-10%	?	2%	3.2µM*	4%	-28%	-10%	5%
Cc1ccc(C(=O)NCc2ccccc2)c(F)c1F	8%	-4%	-3%	-7%	-1%	-32%	-6%	4%
COc1ccc(CN(C(=O)Nc2ccc(C)c(F)c2)C2CCN(C(C)=O)CC2)cc1	·	-3%	·	8%	-3%	·	-5%[76.3 µM]	·
CCOC(=O)N1CCN(c2c(NCCCN3CCCC(C)C3)c(=O)c2=O)CC1 (stereo unspecified)	-3%	-11%	5%	-13%	-7%	-17%	13%	8%
CSc1ccccc1NC(=O)CCS(=O)(=O)c1nc(-c2cccs2)cc(C(F)(F)F)n1	·	-10%	·	?	-10%	·	11%[76.3 µM]	·
CCCCCCSC1=C(C#N)C(c2ccc(O)cc2)CC(=O)N1 (stereo unspecified)	1%	?	2%	-5%	-7%	-19%[10 µM]	-3%	-5%
CCN(CC)c1ccc(S(=O)(=O)N2CCOCC2)cc1NC(=O)c1cc(=O)c2ccccc2o1	4%	-16%	0%	-4%	3%	0%[10 µM]	2%	-1%
NC(=O)CCS(=O)(=O)c1ccccc1	-4%	15%	-2%	10%	2%	-4%	14%	0%
Oc1c(C(c2cccc(F)c2)N2CCN(Cc3ccccc3)CC2)sc2ncnn12 (stereo unspecified)	-15%	-2%	-4%	-6%	2%	13%[10 µM]	-1%	-2%
Cc1ccc(NC(=S)C2=C(O)c3sccc3N(C)S2(=O)=O)cc1	-3%	-12%	3%	?	0%	-62%[inhibitor]	-13%	-9%
CC(=O)N1CCN(S(=O)(=O)c2c(F)cc(F)c(Cl)c2F)CC1	-8%	10%	-7%	7%	6%	·	25%	-5%
COc1ccc(N2CCCn3c2nc2c3c(=O)n(CCN3CCOCC3)c(=O)n2C)cc1	-4%	-11%	2%	-9%	5%	-19%	-9%	-2%
COc1ccc(Cl)cc1C(Nc1cccnc1)c1ccc2cccnc2c1O (stereo unspecified)	-3%	-21%	0%	28µM*	?	-40%[10 µM]	-6%	·
NC(=O)N/N=C/c1cc(F)cc(F)c1	5%	-6%	7%	1%	-1%	-1%[10 µM]	-12%	7%
O=C(CSc1ccc(/C=N/NC(=O)c2cccc(F)c2)o1)Nc1ccccc1	-8%	?	-5%	-17%	0%	8%[10 µM]	-3%	-5%
Cc1ccc(C(=O)Oc2ccc(C(=O)COC(=O)c3cnccn3)cc2)cc1	0%	3%	3%	-2%	4%	6%	0%	-4%
COC(C)(C)CCCC(C)C/C=C/C(C)=C/C(=O)O (stereo unspecified)	4%&13%&3%	-3%&0%&-8%	9%&-5%&5%	3%&-10%&-11%	-4%&7%&2%	-30%&-50%&-47%	·	·

Record cards, as listed above.
Results for CC(=O)N1CCN(S(=O)(=O)c2c(F)cc(F)c(Cl)c2F)CC1 = GAA spleen mod: -8%; Tau fluor counter: 10%; aGal spleen mod: -7%; Tau fibril ThT: 7%; Tau fibril FP: 6%; HTT cytoprotect: ·; GAA glycogen mod: 25%; GAA inhib: -5%
Results for NC(=O)N/N=C/c1cc(F)cc(F)c1 = GAA spleen mod: 5%; Tau fluor counter: -6%; aGal spleen mod: 7%; Tau fibril ThT: 1%; Tau fibril FP: -1%; HTT cytoprotect: -1%[10 µM]; GAA glycogen mod: -12%; GAA inhib: 7%

Going on with the list:
SMILES	GAA spleen mod	Tau fluor counter	aGal spleen mod	Tau fibril ThT	Tau fibril FP	HTT cytoprotect	GAA glycogen mod	GAA inhib
COc1ccc(S(=O)(=O)N(CC(=O)Nc2ccc(OC)cc2OC)c2ccc(Cl)cc2)cc1	·	?	·	-6%	?	·	-7%[76.3 µM]	·
CCCC(C(=O)Nc1cc(C)c(Cl)cc1OC)N1Cc2ccccc2C1=O (stereo unspecified)	·	-22%	·	-16%	7%	·	-12%[76.3 µM]	·
N#Cc1nc(-c2ccco2)oc1N1CCOCC1	-2%	4%	-1%	-1%	4%	-10%	0%	-3%
CC1CCN(C(=O)CSc2nncn2C)CC1	-1%	-2%	9%	-2%	-3%	-19%	7%	5%
C=CCOc1c(CNc2cccc(C(=O)O)c2)cccc1OCC	-10%	0%	4%	-3%	1%	-25%	-2%	7%
CCOC(=O)CN(C(=O)CSc1nnc2c(n1)[nH]c1c(C)cc(C)cc12)c1ccccc1	3%	-29%	6%	-7%	-11%	3%	-2%	-1%
Cc1noc(C)c1CSCC(=O)N1CCN(c2ccc(F)cc2)CC1	8%	-5%	3%	?	-2%	8%[10 µM]	3%	-3%
O=C(c1cccc(F)c1)N1CCN(c2ccc([N+](=O)[O-])c(N3CCOCC3)c2)CC1	-7%	-3%	-10%	?	1%	25%[10 µM]	-3%	1%
O=C(O)CC1(CC(=O)NCc2cc(F)cc3c2OCOC3)CCCCC1	9%	11%	8%	4%	0%	-6%[10 µM]	2%	5%[15.4 µM]
COC(=O)c1ccccc1NC(=O)CSc1[nH]c(=O)cc(C)c1C#N	-4%	-9%	-4%	-17%	7%	23%[10 µM]	1%	4%

The list goes on; the last 4 above are carried over.
SMILES	GAA spleen mod	Tau fluor counter	aGal spleen mod	Tau fibril ThT	Tau fibril FP	HTT cytoprotect	GAA glycogen mod	GAA inhib
Cc1noc(C)c1CSCC(=O)N1CCN(c2ccc(F)cc2)CC1	8%	-5%	3%	?	-2%	8%[10 µM]	3%	-3%
O=C(c1cccc(F)c1)N1CCN(c2ccc([N+](=O)[O-])c(N3CCOCC3)c2)CC1	-7%	-3%	-10%	?	1%	25%[10 µM]	-3%	1%
O=C(O)CC1(CC(=O)NCc2cc(F)cc3c2OCOC3)CCCCC1	9%	11%	8%	4%	0%	-6%[10 µM]	2%	5%[15.4 µM]
COC(=O)c1ccccc1NC(=O)CSc1[nH]c(=O)cc(C)c1C#N	-4%	-9%	-4%	-17%	7%	23%[10 µM]	1%	4%
O=C(Nc1ccccc1SCC1CSc2nc3ccccc3c(=O)n21)c1ccccc1 (stereo unspecified)	-5%	-17%	-4%	-18%	-11%	0%[10 µM]	8%	8%
O=C(Cn1nnc(-c2ccccc2-n2cnnn2)n1)NCc1ccccc1	-3%	4%	-7%	-2%	12%	-8%[10 µM]	-9%	0%
Cn1c2ccccc2c(=O)c2c(=O)n(Cc3ccco3)c(-c3ccc(Cl)cc3Cl)nc21	3%	-1%	-3%	?	-6%	4%[10 µM]	8%	10%
COc1ccc(-c2nc3ccccc3o2)cc1NC(=O)Cc1ccc(Cl)cc1	·	-12%	·	0%	-6%	·	-13%[76.3 µM]	·
COc1cc(C2C(C#N)=C(N)Oc3cc(C)oc(=O)c32)ccc1OC(=O)N1CCOCC1 (stereo unspecified)	-4%	0%	-2%	-4%	-3%	-3%	-1%	-1%
